# S1P3 antagonist = blocks the human S1P3 receptor. actives 0.27% (n = 170,000). Q99500. inhibition, % at 4.98 µM. AID 485. CHO S1P3 NFAT-BLA reporter, FRET fluorescence, antagonist mode;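 active = inhibition above the plate cutoff, the mean inhibition of test wells on that plate plus 3 SD, cut at about 28% in these data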;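 also: cells challenged with S1P at its EC80 of 0.8 µM; blue over green emission ratio from cleaved BLA substrate after 4 h stimulation; 0% = S1P-stimulated wells and 100% = unstimulated DMSO-only wells; some compounds past the cut are filed as inactive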
# Target sequence (Q99500 whole entry, looked up): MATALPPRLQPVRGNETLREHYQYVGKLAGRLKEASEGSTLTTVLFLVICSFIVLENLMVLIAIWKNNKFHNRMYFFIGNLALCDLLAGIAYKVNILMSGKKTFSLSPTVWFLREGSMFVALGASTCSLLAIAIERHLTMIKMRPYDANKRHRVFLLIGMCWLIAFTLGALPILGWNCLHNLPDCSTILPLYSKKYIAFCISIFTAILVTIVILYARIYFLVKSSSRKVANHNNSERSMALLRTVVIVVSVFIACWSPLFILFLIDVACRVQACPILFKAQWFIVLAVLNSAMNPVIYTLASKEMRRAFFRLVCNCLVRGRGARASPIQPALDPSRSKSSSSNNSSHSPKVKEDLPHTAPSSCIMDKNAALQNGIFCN
# TLR4-MyD88 BLA = blocks binding of human TLR4 to MyD88 | O00206+Q99836 | HeLa CL3-4 TLR4/MyD88 BLA complementation, FRET ratio | inhibition, % at 8.4 µM | actives 0.18% (n = 200,000) | AID 861; in the data active = inhibition above about 25%;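 also: 0% = vehicle and 100% = reference inhibitor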
# RAM network inh = blocks the yeast RAM network. S. cerevisiae dse1pr::URA3 reporter, 5-FOA growth OD615, 2 d; analog-sensitive cbk1-as2 kinase mutant strain. inhibition, % at 50 µM. actives 1.8% (n = 190,000). AID 868;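 active = inhibition above a set limit, 3 SD over mean compound inhibition, cut at about 8.4% in these data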;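 also: 0% = DMSO-only wells with no growth and 100% = 10 µM 1-NA-PP1 full growth; inhibition rescues growth on 5-FOA so higher OD means more RAM inhibition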
# PPARg SRC2 recr = agonists of SRC-2 recruitment by human PPARgamma; AID 1032; actives 0.34% (n = 200,000); activation, % at 8 µM; PPARgamma LBD-SRC-2 recruitment, biochemical; in the data active = activation above about 22%;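 also: 0% = vehicle and 100% = reference agonist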
# Target sequence (P37231 whole entry, looked up, the tested form may be a part): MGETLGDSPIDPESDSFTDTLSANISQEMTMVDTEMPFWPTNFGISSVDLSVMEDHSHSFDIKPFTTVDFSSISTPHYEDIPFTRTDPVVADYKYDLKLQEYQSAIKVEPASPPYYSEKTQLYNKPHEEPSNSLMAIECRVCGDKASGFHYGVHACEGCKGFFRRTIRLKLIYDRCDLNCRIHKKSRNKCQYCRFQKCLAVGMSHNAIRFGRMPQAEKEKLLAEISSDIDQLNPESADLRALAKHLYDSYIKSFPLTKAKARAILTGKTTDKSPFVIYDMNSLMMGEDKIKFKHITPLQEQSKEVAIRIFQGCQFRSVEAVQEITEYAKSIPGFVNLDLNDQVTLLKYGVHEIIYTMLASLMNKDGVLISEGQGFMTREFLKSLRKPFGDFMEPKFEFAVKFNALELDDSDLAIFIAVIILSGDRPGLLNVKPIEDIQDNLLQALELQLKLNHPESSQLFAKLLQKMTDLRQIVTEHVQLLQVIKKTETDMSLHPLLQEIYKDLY
# STAT3 blocker = inhibitors of IL-6 induced STAT3 signaling; actives 0.89% (n = 190,000); inhibition, % at 5.5 µM; U3A cells, IL-6 STAT3-luciferase reporter, luminescence; host cell line lacks STAT1; AID 862;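 active = inhibition above the mean inhibition across all screened compounds plus 3 SD, cut at about 44% in these data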;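 also: 0% = DMSO only wells and 100% = 100 µM nifuroxazide control wells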
# STAT1 blocker = STAT1 signaling inhibition; inhibition, % at 5.5 µM; NIH 3T3 STAT1-luciferase reporter, IFN-gamma, luminescence; actives 0.35% (n = 200,000);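 active = inhibition above a set limit, the mean inhibition across all tested compounds plus 3 SD, cut at about 34% in these data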;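 also: 0% = IFN-gamma with DMSO and 100% = IFN-gamma with 300 µM nifuroxazide; values of inactives mirror those of a sister screen read the other way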
# STAT3 act = activators of IL-6 induced STAT3 signaling; U3A cells, IL-6 STAT3-luciferase reporter, luminescence; 100% = signal with IL-6 EC80 alone; activation (% of control), % at 5.6 µM; actives 0.91% (n = 190,000); AID 871;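 active = activation above the screen-wide mean of compound activation plus 3 SD, cut at about 130% in these data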;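 also: 0% = background luminescence of wells with medium and substrate only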
#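 Detection: reporter luminescence signal / Assay system: STAT1-lacking human U3A cells, STAT3 luciferase reporter / Incubation: compound pre-incubation 1 h before IL-6, then 6 h stimulation at 37 °C / Control set: IL-6-only high control / Read-out: % activation relative to IL-6 control / Probe or stimulus: Interleukin-6, 33 ng/mL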
# ROMK mod = modulates human ROMK potassium channel activity; Tet-inducible ROMK, thallium flux fluorescence; actives lie on both sides; B-score at 10 µM; actives 2% (n = 130,000);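 active = signal ratio slope over the read window, or its plate-corrected B-score, at least 3 SD from the plate mean, either direction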;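 also: B-score of the F/F0 ratio slope over 7 to 12 s after thallium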
# PPARg SRC-3 ag = promotes SRC-3 coactivator recruitment by human PPARgamma; P37231; biochemical PPARgamma/SRC-3 coactivator recruitment assay; activation, % at 8 µM; actives 0.26% (n = 200,000); in the data active = activation above about 23%;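 also: 0% = DMSO and 100% = reference agonist; some compounds past the cut are filed as inactive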
# PPARg SRC1 recr = PPARgamma-driven SRC-1 recruitment agonism; actives 0.41% (n = 200,000); AID 631; activation, % at 8 µM; P37231; PPARgamma-SRC-1 coactivator recruitment biochemical assay; in the data active = activation above about 19%;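 also: 0% = DMSO and 100% = reference agonist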
# TR-FRET SRC-2 ct = TR-FRET artefact, counter-screen to PPARgamma/SRC-2 agonist assay | active compounds read high | TR-FRET ratio at 8 µM | actives 0.4% (n = 200,000); in the data active = TR-FRET ratio above about 2000; also: inactives centre near 1500
# Numbers without * were called inactive; nt = no result given.
Structure	S1P3 antagonist	TLR4-MyD88 BLA	RAM network inh	PPARg SRC2 recr	STAT3 blocker	STAT1 blocker	STAT3 act	ROMK mod	PPARg SRC-3 ag	PPARg SRC1 recr	TR-FRET SRC-2 ct
CCc1nc(C)c(-c2ccccc2)c(=O)[nH]1	31	15	-0.2	3	-1	5	104	nt	-17	-6	1511
CNS(=O)(=O)c1cccc(C(=O)OCC(=O)Nc2sc3c(c2C#N)CCCCC3)c1	0	-4	1.6	3	-5	-17	100	nt	2	2	1630
Cc1cc(NC(=O)Cn2nc3c(cc2=O)CCCC3)ccc1Br	-12	3	2.0	4	6	2	98	nt	-10	2	1400
Cc1sc(NC(=O)CCC(=O)O)c(C#N)c1C	-29	-1	-0.1	9	15	-3	94	-0.23	0	3	1505
O=C(COC(=O)c1ccccc1F)c1ccc(-n2nncc2-c2ccco2)cc1	-3	-13	0.3	13	1	-14	104	nt	8	-5	1742
O=c1oc2c3c(nn2c2ccccc12)CCCC3	8	-5	2.2	-4	0	0	103	-0.21	-13	0	1504
CC(C)OCC(O)CSc1ccccn1 (configuration not stated)	-9	3	-0.9	-5	9	-2	95	-0.48	7	-6	1391
COc1cccc(-n2nnnc2SCC(=O)N2CCCc3ccccc32)c1	25	-8	2.9	-2	-3	-2	105	nt	-4	-6	1634
Cc1cc(C)cc(N2C(=O)CC(N(C(=O)c3ccco3)c3cc(C)cc(C)c3)C2=O)c1 (configuration not stated)	nt	-8	4.8	9	3	0	101	0.89	3	4	1620
CC(C)(O)C#Cc1ccc(CN2CCN(Cc3ccsc3)C(CCO)C2)cc1 (configuration not stated)	-18	-8	4.0	4	3	2	100	0.42	9	5	1594
O=C(CC1(C(=O)O)CCCC1)N1CCOCC1	nt	-8	0.1	-3	5	0	101	-0.025	-3	-3	1565
Cc1nn(-c2ccccc2)c2nc(C(F)(F)F)[nH]c(=O)c12	-15	-12	-0.5	-5	3	-1	97	nt	2	-2	1497
CS(=O)(=O)c1ccc(N2CCOCC2)c(S(C)(=O)=O)c1	-7	-3	-0.2	-2	2	-14	98	nt	-4	-7	1375
Cc1ccc(-c2nnn(CCC(=O)NC3CCCC3)n2)cc1	6	-4	0.9	-9	11	6	99	nt	-9	5	1454
COc1ccc(C(=O)Oc2ccc(F)cc2C(=O)/C=C/c2ccc(OC)c(OC)c2)cc1	-5	-1	0.6	7	0	-1	99	nt	5	8	1655
O=C(c1ccc2c3c(cccc13)CC2)C1CCCN(C(=O)c2cc[n+]([O-])cc2)C1 (configuration not stated)	-4	10	-0.1	-3	9	-2	97	1.4	-2	1	1633
O=C(Oc1ccccc1N1C(=O)C2CCCCC2C1=O)c1ccc(Cl)cc1 (configuration not stated)	nt	1	0.3	-3	24	7	83	0.51	6	-3	1491
Cc1oc(-c2ccccc2Cl)nc1CN(Cc1ccccn1)C[C@@H]1CCC(=O)N1	4	-3	0.9	0	9	-2	97	0.008	4	2	1618
COc1ccc(NS(=O)(=O)c2ccc(NC(=S)NC(=O)c3cccnc3)cc2)nn1	-8	2	1.4	-4	6	6	100	-0.37	-2	4	1619
CC(=O)N1CCN(CC(=O)Nc2ccc(Cl)c(S(=O)(=O)N(C)C)c2)CC1	11	7	1.6	8	-1	3	97	nt	3	5	1660
COc1ccccc1N1CCN(C(=O)c2ccc([N+](=O)[O-])s2)CC1	-7	-14	1.9	3	-5	10	103	nt	-4	5	1390
CC1CCCN(C(=O)c2sc3cc([N+](=O)[O-])ccc3c2Cl)C1 (configuration not stated)	nt	2	0.0	-3	11	-10	92	nt	-3	1	1438
Cc1ccc(OCCCC(=O)Nc2nc3ccccc3[nH]2)cc1	-18	-7	3.0	13	6	-10	99	1.4	6	3	1800
Cc1cccc(Cn2c(N3CCCCC3C)nc3c2c(=O)[nH]c(=O)n3C)c1 (configuration not stated)	-11	-1	0.2	4	4	2	105	nt	-6	0	1490
Cc1ccc(NC(=O)Nc2cc(S(=O)(=O)N(C)C)ccc2C)cc1	5	-2	5.3	10	2	-20	102	-1.1	4	2	1602
O=C(Cc1c[nH]c2ccccc12)NC1(C(=O)NC2CCCCC2)CCCCC1	-1	2	-0.5	-1	-4	-2	102	1.5	-1	-2	1535
COCCNC(=O)c1cc2c(-c3ccc(Cl)cc3)nn(C)c2s1	25	3	4.6	-1	-52	-7	152*	nt	6	2	1486
Cc1onc(-c2ccccc2Cl)c1C(=O)Nc1ccc2c(c1)OCO2	2	-2	1.2	8	7	0	98	1.4	2	18	1668
Nc1ccc(-c2nc3ncccc3o2)c(Cl)c1	5	5	-0.9	2	26	-52	84	-1.1	1	2	1727
Cc1cc(NC(=O)Nc2cccc(C)c2C)no1	-16	-12	1.3	-8	28	-3	82	0.54	6	-4	1504
CCOC(=O)c1c(C)c(C(=O)Nc2ccc3c(c2)OCO3)c(C)n1C	19	-14	3.4	-11	3	-5	102	0.63	-8	6	1549
Clc1ccc(Nc2ncn[nH]2)c(Cl)c1	-8	0	-0.2	-8	13	-12	97	-1.4	-1	-6	1546
COc1ccc(CC(=O)NCc2cccs2)cc1	-28	3	0.6	17	7	-8	97	nt	3	-14	1642
COc1ccc(C[C@H]2CN3C(=NC[C@H]3C)N2CCNC(=O)c2ccc(C)c(Br)c2)cc1	-8	1	1.0	-2	nt	13	nt	nt	3	1	1561
Cc1noc(C)c1COc1ccc(C(=O)NCC2CCCO2)cc1 (configuration not stated)	nt	12	-0.9	-1	-5	3	106	nt	-11	-4	1404
CN(C)S(=O)(=O)c1ccc(C(=O)Nc2nnc(Cc3ccccc3)s2)cc1	13	-11	3.4	1	2	2	101	nt	1	-6	1623
C[C@H](O)[C@@H](C(=O)N1CCN(C(=O)OC(C)(C)C)CC1)n1cc(CCCCNC(=O)OC(C)(C)C)nn1	7	-8	0.1	1	nt	-1	nt	nt	-4	-1	1473
Cc1ccc(-n2c(SCc3ccc([N+](=O)[O-])cc3)nc3ccccc3c2=O)cc1	nt	-6	2.4	3	13	7	98	nt	1	9	1523
O=C(c1ccc(NS(=O)(=O)c2cccs2)cc1)N1CCCCC1	nt	-13	-0.7	-5	2	6	102	nt	-8	2	1413
C/C(=N\NC(=O)c1cc(Br)ccc1O)c1cccs1	-10	-4	4.4	0	27	2	80	1.3	2	2	1538

# Single values from the entries so far.
# Entry of Cc1ccc(-n2c(SCc3ccc([N+](=O)[O-])cc3)nc3ccccc3c2=O)cc1 under TR-FRET SRC-2 ct: 1523
# Entry of Cc1noc(C)c1COc1ccc(C(=O)NCC2CCCO2)cc1 (configuration not stated) under PPARg SRC1 recr: -4

# (continued)
Structure	S1P3 antagonist	TLR4-MyD88 BLA	RAM network inh	PPARg SRC2 recr	STAT3 blocker	STAT1 blocker	STAT3 act	ROMK mod	PPARg SRC-3 ag	PPARg SRC1 recr	TR-FRET SRC-2 ct
COc1cc(C2Nn3c(nnc3-c3ccccc3OC)S2)ccc1O (configuration not stated)	nt	9	-0.1	-1	-6	-5	107	0.79	-2	0	1516
Cc1cccc(C)c1OCC(=O)Nc1ccc(S(=O)(=O)Nc2ccccn2)cc1	6	-20	3.3	3	8	-4	91	-0.32	4	5	1471
COc1ccccc1NC(=O)COC(=O)CNC(=O)c1ccc(OC)c(OC)c1	4	-4	-0.1	-2	4	5	101	nt	-1	8	1662
CSc1ccccc1C(=O)Nc1nccs1	nt	-8	1.8	5	4	6	103	nt	3	6	1617
CC(C)c1nnc(NC(=O)C2CCN(c3cnccn3)CC2)s1	nt	9	1.0	-2	5	0	97	nt	1	-4	1464
CCN1CCCC1CNC(=O)Cn1cccc1C(=O)c1ccccc1C (configuration not stated)	-20	-3	0.8	-5	-2	3	105	-0.42	-7	1	1473
CN(C)CCNC(=O)c1cc2sc3ccccc3c2s1	-10	-2	-0.1	1	-9	-19	108	0.0011	8	5	1841
Cc1ccn2c(/C=N/OCc3cccc(F)c3)c(-c3ccc(Cl)cc3)nc2c1	nt	-1	3.7	2	9	3	94	nt	-7	-10	1480
Oc1c(Br)cc(C2N=C(c3ccccc3Cl)NO2)cc1Br (configuration not stated)	nt	1	-0.7	-1	8	-3	96	nt	1	0	1764
O=C(CSc1nnc2scc(-c3ccccc3)n12)N1CCCc2ccccc21	4	12	3.2	1	-1	-1	104	0.58	9	6	1269
COc1ccccc1NC(=O)c1ccc([N+](=O)[O-])cc1[N+](=O)[O-]	5	-8	2.2	8	4	7	108	-0.67	2	-4	1446
CCOc1ccccc1C1CC(c2ccccc2)Nc2nc(N)nn21 (configuration not stated)	-32	-4	1.7	5	-5	-8	112	nt	-1	2	1556
CCCCNC(=S)NNC(=O)c1csc2c1CCC(C)C2 (configuration not stated)	nt	-8	4.4	10	3	-6	99	nt	7	-4	1681
COCc1nnc(SCC(=O)NCc2ccccc2)n1-c1ccccc1	-30	-11	0.2	4	0	6	102	nt	7	4	1671
COCCCNC(=O)CN(CCc1ccccc1)S(=O)(=O)c1ccc(OC)cc1	-6	-1	-1.2	-1	-2	1	103	0.38	-3	-9	1549
O=C(N/C=C/n1cnc2cc(C(F)(F)F)ccc21)c1ccccc1	-6	-1	4.1	2	3	6	98	-0.93	4	-3	1778
CCCCCCn1c(CN2CCN(C(=O)OCC)CC2)nc2c1c(=O)n(C)c(=O)n2C	-15	-5	nt	-3	-3	2	105	-0.045	-8	2	1473
Cc1ccc(-c2nc(CSCC(=O)NCc3cccnc3)c(C)o2)cc1	16	2	2.0	11	7	3	96	0.17	9	-7	1283
N=C(N)SCc1ccc(Cl)cc1Cl	3	7	-0.7	4	8	13	92	-0.89	3	-5	1537
NS(=O)(=O)c1ccc(CCNC(=O)CN2CCCCCC2)cc1	-10	16	1.1	7	0	3	101	0.69	1	-4	1559
Cc1c(C(=O)O)oc2ccc(S(=O)(=O)NCCC3=CCCCC3)cc12	17	13	1.4	1	-1	4	105	nt	-2	-6	1584
CCN(CCCNC(=O)C1c2ccccc2C(=O)N(CCOC)C1c1ccc(F)cc1)Cc1ccccc1 (configuration not stated)	3	8	-1.6	-9	4	-3	99	-0.61	-4	7	1549
CCOc1ccc(-c2ccc(SCC(=O)Nc3nnc(C)s3)nn2)cc1	-17	-6	6.3	-4	22	-4	89	1.4	-1	0	1564
O=C(C1=C[C@H](c2ccc3c(c2)OCO3)C[C@H](OCc2ccc(CO)cc2)O1)N1CCCCCCC1	16	-6	4.8	-4	nt	2	nt	nt	-6	-4	1562
CSCCC(NS(=O)(=O)c1c(Cl)cccc1Cl)C(=O)O (configuration not stated)	-9	0	0.9	-11	-3	2	104	-0.16	-2	-4	1578
